ROMK mod = modulates human ROMK potassium channel activity; AID 1918; P48048; B-score at 10 µM; Tet-inducible ROMK, thallium flux fluorescence; actives lie on both sides; 2% of 130,000 active;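 active = signal ratio slope over the read window, or its plate-corrected B-score, at least 3 SD from the plate mean, either direction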;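 note: B-score of the F/F0 ratio slope over 7 to 12 s after thallium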
Target sequence (P48048 whole entry, looked up): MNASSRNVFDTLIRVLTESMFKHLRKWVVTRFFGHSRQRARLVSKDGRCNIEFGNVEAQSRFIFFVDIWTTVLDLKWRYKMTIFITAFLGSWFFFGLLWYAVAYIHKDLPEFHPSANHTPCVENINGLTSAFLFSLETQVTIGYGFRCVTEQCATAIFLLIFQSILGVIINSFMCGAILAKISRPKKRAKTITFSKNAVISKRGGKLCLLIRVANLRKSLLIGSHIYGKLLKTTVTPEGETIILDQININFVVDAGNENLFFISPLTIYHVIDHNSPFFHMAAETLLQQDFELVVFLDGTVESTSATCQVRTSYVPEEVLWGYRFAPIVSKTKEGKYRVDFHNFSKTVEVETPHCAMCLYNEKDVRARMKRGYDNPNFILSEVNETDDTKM
S1P3 antag = antagonists of human S1P3 receptor; Q99500; CHO S1P3 NFAT-BLA reporter, FRET fluorescence, antagonist mode; inhibition, % at 4.98 µM; 0.27% of 170,000 active;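 active = inhibition above the plate cutoff, the mean inhibition of test wells on that plate plus 3 SD, cut at about 28% in these data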;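 note: cells challenged with S1P at its EC80 of 0.8 µM; blue over green emission ratio from cleaved BLA substrate after 4 h stimulation; 0% = S1P-stimulated wells and 100% = unstimulated DMSO-only wells; some compounds past the cut are filed as inactive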
Target sequence (Q99500 whole entry, looked up): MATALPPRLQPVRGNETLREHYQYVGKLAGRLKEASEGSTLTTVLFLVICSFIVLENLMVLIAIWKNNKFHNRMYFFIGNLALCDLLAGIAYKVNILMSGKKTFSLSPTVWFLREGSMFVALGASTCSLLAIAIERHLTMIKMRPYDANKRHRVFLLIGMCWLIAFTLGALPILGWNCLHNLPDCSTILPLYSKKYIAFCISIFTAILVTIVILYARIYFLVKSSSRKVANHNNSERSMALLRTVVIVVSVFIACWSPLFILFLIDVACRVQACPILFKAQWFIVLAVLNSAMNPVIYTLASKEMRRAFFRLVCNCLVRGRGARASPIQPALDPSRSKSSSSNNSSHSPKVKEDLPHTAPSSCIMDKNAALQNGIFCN
The depositor's hits bear a star. The list is partial; count on the stated rates, not on these rows.

The first 3 records, ahead of the listing:
SMILES	ROMK mod	S1P3 antag
O=C(COc1ccc(Cl)cc1)N(Cc1ccco1)C1CCS(=O)(=O)C1 (configuration not stated)	-0.63	-17
COc1ccc(NC(=O)C2CCC(CNc3c(N4CCOCC4)c(=O)c3=O)CC2)cc1Cl (configuration not stated)	-0.67	-17
CC(C)[C@H](Nc1ccc(C(F)(F)F)cc1[N+](=O)[O-])C(=O)O	-0.027	-2

Results, from the start:
SMILES	ROMK mod	S1P3 antag
O=C(COc1ccc(Cl)cc1)N(Cc1ccco1)C1CCS(=O)(=O)C1 (configuration not stated)	-0.63	-17
COc1ccc(NC(=O)C2CCC(CNc3c(N4CCOCC4)c(=O)c3=O)CC2)cc1Cl (configuration not stated)	-0.67	-17
CC(C)[C@H](Nc1ccc(C(F)(F)F)cc1[N+](=O)[O-])C(=O)O	-0.027	-2
CC(C)c1ccc(N2C(=O)CC(NNC(=O)c3ccccc3Cl)C2=O)cc1 (configuration not stated)	0.52	-3
Cn1cc(S(=O)(=O)N2CCN(c3cccc(Cl)c3)CC2)c(=O)n(C)c1=O	-0.33	-2
COC(=O)C(NC(C)=O)(Nc1cccc(C)n1)C(F)(F)F (configuration not stated)	-0.31	-19
Cc1ccc(CNC(=O)CCn2c(=O)oc3ccccc32)cc1	0.28	-6
Cc1cc(C)c2cc(C(=O)N3CCc4ccccc4C3)[nH]c2c1	0.39	12
COc1ccccc1CNC(=O)C1CCC(CNc2c(N3CCCCC3)c(=O)c2=O)CC1 (configuration not stated)	0.22	3
CSCCC(NC(=O)C1CCCCC1)c1nc2ccccc2[nH]1 (configuration not stated)	0.62	5
O=C(Nc1ccccc1)Nc1sccc1-c1nc2ccccc2s1	0.17	19
O=C(O)/C=C/C(=O)Nc1ccc(N2CCOCC2)nc1N1CCOCC1	0.44	-2
Cc1ccc(-n2c(CC#N)n[nH]c2=S)c(C)c1	0.27	-12
Cn1c(=O)c2c(SCC(=O)NCCc3ccccc3)nc(C3CC3)nc2n(C)c1=O	-0.3	-1
O=C(Nc1csc([N+](=O)[O-])c1)Nc1c(Cl)cccc1Cl	-1.2	13
CCOC(=O)Cn1c(=O)oc2cc(S(=O)(=O)N(C)c3ccc(OC)cc3)ccc21	0.015	15
Cc1nc(SCc2ccc(C(=O)O)cc2)c2c(C)c(C)sc2n1	-1.7	-4
O=C(CN1C(=O)c2ccccc2S1(=O)=O)c1ccc(O)c(O)c1	0.099	7
COc1ccccc1/C=C/C=c1\sc2nc(=O)c(Cc3ccccc3)nn2c1=O	-0.43	-16
O=C(CSc1nnc(-c2cccnc2)o1)NNC(=O)c1ccc(Br)cc1	-0.22	4
CNC(=O)Nc1cc(NC(=O)NC)cc(C(F)(F)F)c1	-0.51	-9
CCn1c2ccccc2c2cc(NC(=O)c3ccccc3-c3ccccc3C(=O)O)ccc21	0.36	-4
COc1ccccc1N(CC(=O)NCC1CCCO1)C(=O)CNS(=O)(=O)c1ccc(Cl)cc1 (configuration not stated)	-0.48	0
CC(=O)Nc1ccc(NC(=O)C(C)OC(=O)c2ccc3c(c2)OCCO3)cc1 (configuration not stated)	-0.41	3
Cc1ccc(O)c(N=Nc2ccc(S(=O)(=O)N3CCCC3)cc2)c1	0.24	3
More structures:
SMILES	ROMK mod	S1P3 antag
CN(C)c1ccc(/C=C/C#N)cc1	0.59	-17
OC(c1ccccc1)C(CN1CCOCC1)c1ccccc1 (configuration not stated)	-0.65	-1
CC(=O)NCCc1nc2ccccc2n1Cc1cccc(C)c1	-0.093	1
c1ccc(-c2nn[nH]n2)nc1	0.62	2
O=C(O)c1cccc2c(/C=N/Nc3ccccn3)c[nH]c12	0.17	-5
Cc1cc(C)c2c(N)c(C(=O)N/N=C/c3cccs3)sc2n1	-2	10
CCCOc1ccc(CCC(=O)N/N=C/c2ccncc2)cc1	-0.0036	-2
CN(CC(=O)NCc1ccco1)S(=O)(=O)c1ccc2c(c1)c(=O)n(C)c(=O)n2C	-1.4	-15
Cc1ccc(C(C[N+](=O)[O-])c2c(N)n(C)c(=O)n(C)c2=O)cc1 (configuration not stated)	-1.7	8
O=C1NCC(O)=C1C=Nc1ccccc1O	2.4	4
O=C(O)Cn1cc(/C=N/NC(=O)c2cc3cc(Br)ccc3o2)c2ccccc21	0.14	-12
Cc1onc(-c2ccccc2Cl)c1C(=O)NC(=S)Nc1ccc(C(C)(C)C)cc1	-0.37	-2
CCCCNC(=O)CSc1nc(O)c(Cc2ccc(OC)cc2)c(=O)[nH]1	0.35	0
CCOC(=O)Cc1csc(NC(=O)Cn2c(=O)oc3ccccc32)n1	-0.22	-3
CC(=O)Nc1sc2c(c1C(N)=O)CCN(Cc1ccccc1)C2	0.49	7
O=C1Nc2ccccc2/C1=N\N1CCOCC1	1.5	-7
CC(=O)C1=C(O)C(=O)N(c2ccc(S(=O)(=O)Nc3nccs3)cc2)C1c1ccc(F)cc1 (configuration not stated)	-0.3	1
COC(=O)c1sccc1NC(=O)CC1C(=O)NCCN1C(=O)c1ccc(C)c(C)c1 (configuration not stated)	0.59	-7
CCOC(=O)c1cnc(-n2nc(C)cc2C)nc1NC1CCCC1	-2.1	7
O=C1C2Sc3[nH]c(=O)sc3C(c3cc([N+](=O)[O-])ccc3O)C2C(=O)N1c1ccccc1 (configuration not stated)	-1.4	-7
COc1ccc(C(=O)NC(=S)NCc2ccco2)cc1	0.3	-13
O=C(NCc1ccccc1Cl)NC(=O)c1csc([N+](=O)[O-])c1	0.46	-1
Cc1ccc(-c2nn[nH]n2)cc1Cl	0.37	-4
O=C(O)CCCCCN1C(=O)/C(=C\c2ccc(-c3ccc(Cl)cc3)o2)SC1=S	-1.6	3
O=C1Nc2ccc(Br)cc2/C1=C/C(=O)c1ccc2c(c1)OCO2	1.2	5
The list continues.
SMILES	ROMK mod	S1P3 antag
Cn1c(=O)c2c(nc(Sc3ncnn3CC(=O)N3CCOCC3)n2C)n(C)c1=O	1.4	-12
CCCOC(=O)c1ccc(Oc2cn[nH]c2-c2ccc(OCC(=O)NN)cc2O)cc1	1.2	-14
COc1cc(/C=N/Nc2nc(=O)[nH]nc2C)cc([N+](=O)[O-])c1O	0.31	-15
N/C(=N\O)c1ccc(Cl)cc1Cl	-0.035	-10
O=C(NNC(=O)C1C2CCCCC21)c1coc(=O)c(Br)c1 (configuration not stated)	-0.47	5
COc1ccc2c(c1OC)C(=O)OC2Nc1nc(-c2ccc([N+](=O)[O-])cc2)cs1 (configuration not stated)	-0.5	1
O=C(Nc1ccc(F)cc1)C1CCC(CNc2c(N3CCCCC3)c(=O)c2=O)CC1 (configuration not stated)	0.55	-9
Cc1cc(Br)ccc1NC(=S)N1CCOCC1	-0.45	3
CCn1nc(C)cc1C(=O)Sc1ccc(C)cc1	0.21	-2
Cc1ccc(-c2cc(Cc3cccs3)c(=O)[nH]n2)cc1	0	-4
CN1CCN(C(=O)C23CCC(C)(C(=O)C2Br)C3(C)C)CC1 (configuration not stated)	-0.021	-7
Cc1[nH]n(C)c(=O)c1[N+](=O)[O-]	0.011	7
O=C(NNc1ccc(-c2csnn2)cc1)c1cc(Cl)cc(Cl)c1	-0.057	12
Cc1cc(C)n(CCC(=O)N=Nc2c(O)[nH]c3ccccc23)n1	-0.65	4
Cc1cccc(-n2c(O)c(C=NC3CCS(=O)(=O)C3)c3ccccc3c2=O)c1C (configuration not stated)	-0.34	-23
O=C(CSc1n[nH]c(=O)[nH]c1=O)N/N=C/C=C/c1ccccc1	0.45	13
Cc1nnsc1C(=O)N(Cc1ccccc1)C(C)C	-0.34	-5
Fc1ccc(OCCn2cnc(Cl)c2Cl)cc1	-0.31	4
Cc1ccc(-c2nn(C)c(=O)c3ccccc23)cc1CNC(=O)NC1CCCCC1	0.0079	8
Cc1cccc(CSc2nnc(CCCCCNC(=O)OC(C)(C)C)o2)c1	-2.5	-5
CCOC(=O)c1csc(COc2ccc(OC)cc2)n1	1.2	8
COc1ccc(CCCc2nc3ccccc3[nH]2)cc1	-0.32	-4
NC(=S)Nc1cc(Cl)cc(Cl)c1	-0.36	-8
O=C(O)c1cccc(-c2ccc(/C=N/n3cnc4sc5c(c4c3=O)CCCC5)o2)c1	-0.25	-3
CCOc1ccc2c(c1)c(N=NC(N)=S)c(O)n2C	-0.072	-13
The list continues.
SMILES	ROMK mod	S1P3 antag
O=C(/C=C/c1ccco1)N(Cc1ccc(Cl)cc1)C1CCS(=O)(=O)C1 (configuration not stated)	0.15	1
CC(C)NC(=O)/C(C#N)=C/c1ccc(N(C)C)o1	-7.4*	9
O=C(COc1ncnc2cc(Cl)ccc12)c1ccccc1	0.058	0
CCC(C)[C@H](NC(=O)N1CCCCCC1)C(=O)O (some centres not stated)	-0.29	-8
CC(O)CNc1nc2c(c(=O)n(Cc3ccc(Cl)c(Cl)c3)c(=O)n2C)n1C (configuration not stated)	-0.4	-5
CC(C)(C)OC(=O)N1CCC(CNC(=O)c2ccccc2)CC1	-0.43	-7
C/C(=N/NS(=O)(=O)c1ccc(C)cc1)c1c(O)c2ccccc2oc1=O	0.62	0
NC(=S)N/N=C/c1c(O)ccc2ccccc12	0.44	-15
O=C(CN1CCCC1)Nc1cc(C(F)(F)F)cc(C(F)(F)F)c1	-2.2	1
COc1ccccc1N(CC(=O)N/N=C/c1ccc(C(=O)O)cc1)S(=O)(=O)c1ccc(C)cc1	0.86	6
Cc1cccc(-c2nc(N)nc(N)n2)c1	-0.52	-11
O=C(Cn1c2c(c(=O)n3ncnc13)CCC2)N/N=C/c1ccc(Cl)cc1	-0.3	8
COC(=O)c1scc(C)c1NS(=O)(=O)c1ccc(NC(C)=O)cc1	0.52	2
COc1ccc(/C=C/C2=Nc3ccccc3NC(C)(C)C2)cc1OC	-7.8*	2
CCCCSc1nnc2c(n1)OC=Nc1ccccc1-2	-0.45	8
COCCNc1c2c(nc3c(-c4ccccc4)c(C)nn13)CCC2	-0.84	-5
Oc1ccccc1/C=N/Nc1nc2ccccc2o1	0.37	2
CN(C)CCCNc1nc(-c2ccccc2)c2c(c1C#N)CC(C)(C)OC2	-0.65	1
O=C(CCn1cnc2ccccc21)N=Nc1c(O)[nH]c2ccccc12	-0.047	-10
COCc1[nH]c(=S)c(C#N)cc1C(=O)OC	-0.15	-11
COc1cc(OC)cc(-c2cc(N)n(S(=O)(=O)c3cccc4nsnc34)n2)c1	-0.8	26
O=C(Nc1nc(-c2ccccn2)cs1)c1cccc(-n2cnnn2)c1	-0.27	-3
C=CCn1c(=N)n(CC(=O)c2ccc(OC)cc2)c2ccccc21	0.55	-6
Cc1cccn2c(=O)c(/C=C(\C#N)S(=O)(=O)c3ccccc3)c(N3CCCCC3)nc12	-1.2	5
N=c1n(CCCOc2ccccc2Cl)c2ccccc2n1CC(N)=O	-1.5	-6

Six structures already listed, ordered by number of heavy atoms, low to high.
SMILES	ROMK mod	S1P3 antag
COCc1[nH]c(=S)c(C#N)cc1C(=O)OC	-0.15	-11
NC(=S)N/N=C/c1c(O)ccc2ccccc12	0.44	-15
CCC(C)[C@H](NC(=O)N1CCCCCC1)C(=O)O (some centres not stated)	-0.29	-8
Oc1ccccc1/C=N/Nc1nc2ccccc2o1	0.37	2
CCCCSc1nnc2c(n1)OC=Nc1ccccc1-2	-0.45	8
O=C(Nc1nc(-c2ccccn2)cs1)c1cccc(-n2cnnn2)c1	-0.27	-3

New compounds follow:
SMILES	ROMK mod	S1P3 antag
CCOC(=O)CC(=O)CSc1nc(CC)c(C)cc1C#N	0.0017	-19
Oc1ccc(Br)cc1/C=N/N1CCN(Cc2cccc3ccccc23)CC1	0.29	6
CC(C)(C)c1ccc(NC(=S)NCc2cccnc2)cc1	-1.5*	10
O=C(NNC1CC(=O)N(c2ccc(F)cc2)C1=O)c1cccnc1 (configuration not stated)	-1	1
CCCn1c(SCC(=O)NCCc2ccccc2)nnc1C(C)C	-0.13	-5
O=C(CCN1C(=O)c2cccc3cccc(c23)C1=O)NC1CCS(=O)(=O)C1 (configuration not stated)	0.59	-1
Cc1nn(CC(=O)NNC(=O)c2ccccc2F)c([N+](=O)[O-])c1Br	0.56	-6
O=C(NC1CCCCC1)c1ccc(-n2cnnn2)cc1	-1.8	5
Cc1ccc(Oc2ncccc2N)c2c1CCC2	0.094	-17
CCCN1CCN(CCCNC(=O)c2cc3c(=O)[nH]c4ccc(C)cc4c3s2)CC1	-0.89	5
CC(=O)Nc1ccc(S(=O)(=O)NCCCN2CCN(Cc3ccccc3)CC2)cc1Cl	-13*	10
Nc1ccc(S(=O)(=O)Nc2nc(-c3ccccc3)cc(-c3ccccc3)n2)cc1	-0.39	3
Cc1csc2ncnc(N3CCN(C(=O)Nc4ccc(OC(F)(F)F)cc4)CC3)c12	-0.89	8
OCCNC(=S)NCc1ccccc1	0.83	4
Cc1ccc(C)c2sc(NC(=O)CN3C(=O)CCC3=O)nc12	0.4	2
O=C(Nc1ccc(OC(F)(F)F)cc1)N1CCN(c2ccnc3cc(Cl)ccc23)CC1	-0.24	14
C[C@@H]1NC(=O)/C(=C\c2ccccc2Cl)NC1=O	-0.19	-6
COC(=O)C1=C(C)NC(C)=C(C(=O)OC)C1c1ccc(-c2cccc([N+](=O)[O-])c2)o1	0.043	-4
CCN(CC)C(=O)Cn1c(=O)oc2ccccc21	-0.42	11

3 compounds drawn at random from the list so far, as already listed:
SMILES	ROMK mod	S1P3 antag
COC(=O)c1scc(C)c1NS(=O)(=O)c1ccc(NC(C)=O)cc1	0.52	2
O=C(NNc1ccc(-c2csnn2)cc1)c1cc(Cl)cc(Cl)c1	-0.057	12
N/C(=N\O)c1ccc(Cl)cc1Cl	-0.035	-10

Bioassay records as filed in PubChem.
